# ATXN2 expr inh: inhibitors of ATXN2 expression; HEK-293 ATXN2-luciferase reporter, luminescence, 24 h; Potency, µM (highest dose often 57 µM), without a hit: top-dose activity change, negative = inhibition, actives largely listed as inhibitors; 360,000 tested, 0.72% active; AID 1745845; further: potency means the concentration at half of the fitted maximal effect; on the % scale 0 is the no-effect control and ±100 the full control effect; nearly all actives have a fitted effect of over 55% in size
#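 qHTS (up to 57 uM final) was run with 24 h compound exposure of reporter cells at 37 °C. Each well was multiplexed: SteadyGlo luminescence measured ATXN2-luciferase expression after a fluorogenic Gly-Phe-AFC viability readout (25 uM final).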
# HT1080 IDH1KD tx: toxicity to HT-1080 IDH1 knockdown cells (counter line) | HT-1080 IDH1 knockdown viability, ATP luminescence, 48 h | Potency, µM (highest dose often 46.1 µM), without a hit: at the top dose activity, negative = toxicity, most hits filed as cytotoxic | 360,000 tested, 2% active | AID 686971;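 further: potency means the concentration at half of the fitted maximal effect; 0% = DMSO wells and -100% = cell-free medium wells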
#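 Cytotoxicity counter-line: IDH1KD HT-1080, 48 h, CellTiter-Glo. Curves classed by r2, magnitude and activity.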
# SW480 rereplic: induces DNA re-replication in SW480 colon adenocarcinoma cells | AID 624297 | SW480 DNA re-replication, Hoechst DNA content imaging, 48 h | 340,000 tested, 1.8% active | Potency, µM (top dose mostly 46.1 µM), inactives show top-dose re-replication activation, usual class: activators; further: potency means the concentration at half of the fitted maximal effect; % of control where 0% means no effect; nearly all actives have a fitted effect of over 55% in size
#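 DNA re-replication was detected as more nuclei of elevated Hoechst intensity after 48 hr exposure to compound (23 nL pinned per well of 250 cells).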
# KB-3-1 tox: kills parental KB-3-1 adenocarcinoma cells. KB-3-1 viability, CellTiter-Glo ATP luminescence, 72 h. Potency, µM (highest dose often 46.1 µM), without a hit: at the top dose activity change, negative = cytotoxic, actives largely listed as cytotoxic. 400,000 tested, 1.4% active. AID 1347075; further: potency means the concentration at half of the fitted maximal effect; on the % scale 0 is the no-effect control and ±100 the full control effect; nearly all actives have a fitted effect of over 60% in size
#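 KB-3-1 parental drug-naive adenocarcinoma cells in DMEM/10% FBS, incubated 72 h at 37 C with pin-transferred compounds across a concentration series. Viability by CellTiter-Glo luminescence; concentration-response curves fitted after normalization.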
# HT1080NT lethal: kills 2HG-producing HT-1080-NT fibrosarcoma cells; Potency, µM (highest dose often 46.1 µM), for the others: at the highest dose activity, negative = less viability, hits mostly cytotoxic; HT-1080-NT fibrosarcoma viability, CellTiter-Glo ATP luminescence, 48 h; 360,000 tested, 1.6% active;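 further: NT is the 2HG producing partner of a matched IDH1 knockdown line; potency means the concentration at half of the fitted maximal effect; 0% = DMSO-treated cells and -100% = media-only wells without cells; nearly all actives have a fitted effect of over 55% in size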
#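 Luminescent CellTiter-Glo readout after 48 hours of compound exposure at 37 degrees C defined viability of HT-1080-NT cells. Activity was normalized to DMSO wells and cell-free media wells; concentration-response curves were fitted and assigned curve classes.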
# IL1B secr inh: inflammasome signaling inhibition, IL-1 beta readout | 360,000 tested, 4.7% active | AID 743279 | THP-1 LPS/ATP IL-1B secretion, AlphaLISA, 16 h; stronger effect = lower value | activity change, % at 57.5 µM; in the data active means activity change below about -50%; inconclusive means mostly about -30% to -49%; further: on the % scale 0 is the no-effect control and ±100 the full control effect
#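 THP-1 cells pretreated 1 hr with compounds (up to 57.5 uM final), then stimulated with LPS (250 ng/mL final) plus ATP (1.25 mM final); secreted IL-1B measured by AlphaLISA after 16 hr, decreased signal indicating inhibition.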
# HepG2 tox: kills HepG2 cells in TGF-b inhibitor counter-screen; HepG2 CAGA-GFP viability, ATP luminescence, 18 h; Potency, µM (doses to about 46.1 µM), for inactives: top-dose activity change, negative = cytotoxicity, hits mostly cytotoxic; 410,000 tested, 0.76% active; further: potency means the concentration at half of the fitted maximal effect; some results filed as inactive show a strong effect at the top dose
#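 HepG2 CAGA-GFP cells (1000/well, DMEM with 1% FBS) received compound, then TGF-beta at 500 pg/mL final, and were incubated 18 hours at 37 degrees C. Viability was read by CellTiter-Glo luminescence. Media-only wells were set as complete cell-killing and DMSO as no toxicity.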
# S2 tox: viability counter-screen for ATXN expression inhibitors; Potency, µM (titrated, usually from 56.7 µM), usual class: cytotoxic; 400,000 tested, 0.49% active; AID 651635; S2 cells (HEK-293 line with an ATXN2-luciferase reporter) viability, CellTiter-Fluor protease fluorescence, 24 h; further: potency means the concentration at half of the fitted maximal effect; nearly all actives have a fitted effect of over 40% in size
# MCF10A rerep: DNA re-replication induction in MCF 10a cells | 350,000 tested, 2.9% active | Potency, µM (top dose mostly 46.1 µM), inactives show top-dose activity, positive = re-replication, most hits filed as activators | MCF 10A DNA re-replication, Hoechst nuclear intensity, 48 h | AID 624296; further: potency means the concentration at half of the fitted maximal effect; % of control where 0% means no effect; nearly all actives have a fitted effect of over 50% in size
# Active calls of the source: *; i = inactive; ? = inconclusive; . = no result given; [ ] = dose if it differs, or a comment. Unless noted, the call rests on the fitted dose curve; in most records, active means well fitted curve in the direction sought with a large enough effect; inconclusive means small, poorly fitted or top-dose-only effect, or another doubt; inactive means no such curve, though single readings can be large; an effect the other way counts as inactive or inconclusive.
SMILES,ATXN2 expr inh,HT1080 IDH1KD tx,SW480 rereplic,KB-3-1 tox,HT1080NT lethal,IL1B secr inh,HepG2 tox,S2 tox,MCF10A rerep
CC1CCCCN1C(=O)CCS(=O)(=O)Cc1ccccc1 (stereo unspecified),-2%,-1%,-6%,?,-16%,-1,-36%,i,-5%
Cn1c(=O)c2c(ncn2CC(=O)OCC(=O)Nc2ccccc2)n(C)c1=O,-11%,17%,-4%,1%,12%,9,9%,i,-23%
CC(NC(=S)Nc1c(Br)cccc1OC(F)F)C(C)(C)C (stereo unspecified),7%,1%,-2%,-20%,6%,-1,-10%,i,?
Cc1cc(C(=O)NCCN2CCN(c3cccc(Cl)c3)CC2)n(-c2ccccc2)n1,-14%,16µM*,8.2µM*,15µM*,8.2µM*,15,-9%,?,26µM*
CC#CCN1c2ccccc2[C@]23C[C@@H](C(=O)OC)N(C(=O)c4ccc(Br)cc4)C2=NC(C(=O)OC)=C(C(=O)OC)[C@H]13,?,-9%,-11%,?,-14%,-6,2%,?,?
C=CCn1c(=O)c2c(nc3n2CCCN3Cc2ccccc2)n(C)c1=O,.,1%,-5%,-1%,-3%,19,-4%,i,3%
COc1ccc(-c2csc(NC(=O)c3nc(-c4ccccc4)oc3C)n2)cc1,4%,-10%,3%,-2%,-2%,-1,-19%,i,?
COc1ccc(CNC(=O)c2cc3c(=O)oc4ccc(C)cc4c3s2)c(OC)c1,2%,.,.,-8%,.,.,4%,i,.
O=S(=O)(c1cnc(Cl)c(Br)c1)N1CCCCCC1,-10%,-2%,0%,8%,10%,-104*,0%,i,?
CSc1nc2[nH]ncc2c(=O)n1-c1ccccc1,-12%,0%,0%,-1%,0%,21,-9%,i,5%
N#CCCn1c(-c2nonc2NC(=O)c2ccccc2Cl)nc2ccccc21,?,5%,-1%,-4%,4%,3,-17%,?,16%
O=C(N/N=C/c1cccc2cccnc12)c1ccccc1O,.,?,?,?,?,228,-16%,3.5µM*,?
O=C1/C(=C/c2cccnc2)SC(=S)N1Nc1ccccc1,-7%,16%,3%,-5%,6%,.,13%,i,-3%
CCN1CCN(C(=S)Nc2cccc(C(F)(F)F)c2)CC1,54%[activator],-13%,2%,-1%,-8%,25,-3%,i,7%
Cn1c(CNC(=O)c2cccs2)nnc1SCC(=O)Nc1ccc(Cl)cc1,7%,?,-11%,-3%,-9%,36,1%,i,0%
CCc1ccccc1NC(=O)C1=CC(c2cccs2)=NS(=O)(=O)N1C,1%,-4%,-4%,1%,-4%,-6,-27%,i,7%
C=CCN1/C(=C(\C#N)C2=NS(=O)(=O)c3ccccc32)N(C)c2ccccc21,0%,7.1µM*,?,-2%,13µM*,-9,-8%,i,2%
O=C(CC1CCCCC1)NCC1CCCO1 (stereo unspecified),4%,5%,-1%,-6%,17%,-5,0%,i,0%
CCOC(=O)C1=C(C)NC(=O)NC1c1ccc([N+](=O)[O-])o1 (stereo unspecified),.,2%,-8%,8%,1%,-8,-1%,i,13%
O=C(O)c1cccc([N+](=O)[O-])c1C(=O)Nc1nc2ccccc2s1,.,-4%,6%,-26%,-1%,-10,0%,i,-1%
COc1cccc(CNC(=O)c2ccc(CNS(=O)(=O)c3ccc(C)cc3)cc2)c1,-7%,.,.,-1%,.,.,-22%,i,.
CC1(C)CC(=O)C=C(NCCN2CCN(C(=O)Nc3ccc(Cl)c(Cl)c3)CC2)C1,-13%,-1%,-1%,-1%,-1%,-23,7%,?,3%
Cc1cc(C)c(NC(=O)C2CCCN(C(=O)c3cnn(-c4ccccc4)c3-n3cccc3)C2)c(C)c1 (stereo unspecified),-22%,.,.,?,.,.,-24%,?,.
COc1ccc(NC(=O)C2Cc3c(-c4cccc(F)c4)ccnc3O2)cc1OC (stereo unspecified),-25%,?,.,-6%,?,-15,-27%,i,.
CC1(C(=O)OCC(=O)Nc2nc(-c3ccc(F)c(F)c3)cs2)CC1(Cl)Cl (stereo unspecified),-19%,5%,7%,.,0%,-15,-21%,?,?
CCOC(=O)c1cc(-c2ccccc2)n(CCC(=O)N2CCN(c3ccccc3OC)CC2)c1C,-12%,-17%,7%,-28%,-11%,?,4%,i,?
COc1cc(/C=N/NC(=O)c2cnn3c(C)cc(-c4ccccc4)nc23)ccc1O,-18%,5%,-2%,5%,5%,-57*,8%,i,6%
CC(C)OC(=O)CSc1nnc(-c2ccccc2)n1N,.,2%,-7%,5%,9%,?,-11%,.,-4%
O=C(CCCc1c[nH]c2ccccc12)Nc1ccc2ccccc2c1,59%[activator],-22%,9%,-15%,-14%,-85*,-33%,.,?
Brc1cnc(OCc2ccccc2)nc1OCc1ccccc1,36%,8%,?,4%,1%,-3,0%,i,8%
CCOC(=O)n1c(=O)n(Cc2cccc(C)c2)c2ccccc21,-20%,-7%,-6%,2%,-11%,11,-19%,i,-6%
O=C1CSc2ccc(C(=O)Nc3cccc(S(=O)(=O)Nc4ccc(Br)cc4)c3)cc2N1,.,.,13%,3%,.,?,16µM*,?,?
Cn1c(=O)cc(C(=O)N/N=C/c2ccc(F)cc2)[nH]c1=O,1%,15%,-24%,-6%,13%,14,15%,i,6%
CCOc1c(OC)cccc1C1CC(=O)Nc2cc(OC)c(OC)cc21 (stereo unspecified),-1%,0%,-10%,-14%,-1%,10,-2%,i,4%
N#C/C(=C\c1cccc(OCC(=O)O)c1)c1nc2ccccc2[nH]1,23%,1%,?,-10%,-10%,0,2%,i,10%
Cc1ccc(CNC(=O)c2nc(SCc3ccccc3C)ncc2Cl)cc1,-10%,.,.,11%,.,.,5%,i,.
CCOC(=O)c1c(S(=O)(=O)N2CCC(C(=O)NCc3cccc(OC)c3)CC2)c(C)n(C)c1C,10%,.,.,25%,.,.,-19%,i,.
O=C(COc1ccc(-c2ccccc2)cc1)N1CCCC1,.,9%,-9%,0%,8%,-15,-17%,i,9%
CCc1ccc(NC(=O)C2CCN(S(C)(=O)=O)CC2)cc1,10%,21%,2%,2%,20%,0,3%,i,-4%
CNC(=O)c1ccc(=O)n(Cc2cccc(C(F)(F)F)c2)c1,1%,14%,-15%,5%,9%,4,-10%,i,-34%[inhibitor]

# Rewritten with values under each structure: entries from further up
# Every second line gives: ATXN2 expr inh | HT1080 IDH1KD tx | SW480 rereplic | KB-3-1 tox | HT1080NT lethal | IL1B secr inh | HepG2 tox | S2 tox | MCF10A rerep
- CCOc1c(OC)cccc1C1CC(=O)Nc2cc(OC)c(OC)cc21 (stereo unspecified)
→ -1% | 0% | -10% | -14% | -1% | 10 | -2% | i | 4%
- N#C/C(=C\c1cccc(OCC(=O)O)c1)c1nc2ccccc2[nH]1
→ 23% | 1% | ? | -10% | -10% | 0 | 2% | i | 10%
- Cc1ccc(CNC(=O)c2nc(SCc3ccccc3C)ncc2Cl)cc1
→ -10% | . | . | 11% | . | . | 5% | i | .
- CCOC(=O)c1c(S(=O)(=O)N2CCC(C(=O)NCc3cccc(OC)c3)CC2)c(C)n(C)c1C
→ 10% | . | . | 25% | . | . | -19% | i | .

# Compounds shown so far that contain an aryl thioether with sulfur outside any ring, in the order listed:
SMILES,ATXN2 expr inh,HT1080 IDH1KD tx,SW480 rereplic,KB-3-1 tox,HT1080NT lethal,IL1B secr inh,HepG2 tox,S2 tox,MCF10A rerep
CSc1nc2[nH]ncc2c(=O)n1-c1ccccc1,-12%,0%,0%,-1%,0%,21,-9%,i,5%
Cn1c(CNC(=O)c2cccs2)nnc1SCC(=O)Nc1ccc(Cl)cc1,7%,?,-11%,-3%,-9%,36,1%,i,0%
CC(C)OC(=O)CSc1nnc(-c2ccccc2)n1N,.,2%,-7%,5%,9%,?,-11%,.,-4%
Cc1ccc(CNC(=O)c2nc(SCc3ccccc3C)ncc2Cl)cc1,-10%,.,.,11%,.,.,5%,i,.

# Next section.
SMILES,ATXN2 expr inh,HT1080 IDH1KD tx,SW480 rereplic,KB-3-1 tox,HT1080NT lethal,IL1B secr inh,HepG2 tox,S2 tox,MCF10A rerep
CC1(C)CC2CC(C)(CN2C(=O)COC(=O)c2ccc(Cl)c(N)c2)C1 (stereo unspecified),-6%,?,-3%,11%,6%,6,-34%,i,15%
Cc1cc(=O)oc2cc(OCC(=O)NC3CCN(Cc4ccccc4)CC3)ccc12,-17%,-1%,3%,6%,1%,-8,-26%,i,-5%
Cc1ccc(-c2nnc(Nc3ccc4c(c3)nc(C)n4C)c3ccccc23)cc1,-5%,-89%,?,-7%,?,-4,-68%,?,?
CCN(CC)Cc1cc(C(C)=O)ccc1OCC(C)C,0%,-9%,1%,-4%,-9%,0,-9%,i,25%

# Three compounds out of the list above, arranged by the value under IL1B secr inh, falling:
SMILES | IL1B secr inh
CC1(C)CC2CC(C)(CN2C(=O)COC(=O)c2ccc(Cl)c(N)c2)C1 (stereo unspecified) | 6
CCN(CC)Cc1cc(C(C)=O)ccc1OCC(C)C | 0
Cc1ccc(-c2nnc(Nc3ccc4c(c3)nc(C)n4C)c3ccccc23)cc1 | -4

# Assay outcomes as filed in PubChem BioAssay.

# Random draw from the library; about 8.9% have a hit in one of these screens.
